Compound activity: PubChem, National Center for Advancing Translational Sciences (NCATS)
Luc counter – Counterscreen for Luciferase (Kinase-Glo TM) Inhibition. Kinase-Glo luciferase, ATP luminescence, 8 min. Luciferin 4-monooxygenase (Photuris pensylvanica), Q27757. AID 1379, 2008. Potency, µM (series often up to 38.3 µM), for the others: top-dose activity change, negative = inhibition, usual class: inhibitors. 0.28% of 200,000 active; also: potency is read from the fitted curve at half-maximal effect; % is scaled to controls: 0 for no effect and ±100 for the full control effect; nearly all actives have a fitted effect of over 60% in size
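Substrate mix (final 50 mM imidazole pH 7.2, 50 mM KCl, 7 mM MgCl2, 10 uM ATP, 0.01% Tween 20, 0.05% BSA) plus pin-tool compound, then Kinase-Glo detection mix; 8 min ambient, luminescence read.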
Lamin A splicing – qHTS Assay for Modulators of Lamin A Splicing; 0.01% of 200,000 active; Potency, µM (doses to about 46.1 µM), for the others: at the top dose ratio change, negative = inhibition, hits mostly inhibitors; AID 1487, 2009; HeLa LMNA splicing GFP/RFP minigene ratio, 48 h; active = well fitted inhibition curve with a large enough effect in the signal ratio, with a control signal flat, not every such curve was filed as active; inconclusive = small, poorly fitted or top-dose-only effect, or effect the other way, or a change in a side signal; the % refers to the signal ratio; also: potency is read from the fitted curve at half-maximal effect; % is scaled to controls: 0 for no effect and ±100 for the full control effect
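S3 HeLa cells stably expressing lamin A-EGFP splicing minigene plus DsRed2, 600 cells/well, 48 h compound exposure at 37C. Laser-scanning cytometry; analysed as GFP (500-530 nm)/RFP (575-640 nm) total intensity ratio; 0.5% DMSO vehicle.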
HTT aggregate – qHTS Multiplex Assay to Identify Dual Action Probes in a Cell Model of Huntington: Aggregate Formation (GFP); PC12 HttQ103-GFP aggregates, Acumen cytometry, 40 h; Potency, µM (titrated, usually from 46.1 µM), for inactives: at the top dose activity change, negative = inhibition, most hits filed as inhibitors; 1.1% of 220,000 active; also: potency is read from the fitted curve at half-maximal effect; % is scaled to controls: 0 for no effect and ±100 for the full control effect; nearly all actives have a fitted effect of over 60% in size
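PC12 cells stably carrying ecdysone-inducible HTT exon 1 Q103–GFP were induced with tebufenozide (100 nM final) and treated with library compounds in titration. GFP aggregates in lysates were counted by laser scanning cytometry.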
IMPase Li cell – qHTS Assay for Identifying the Cell-Membrane Permeable IMPase Inhibitors: Potentiation with Lithium; CHO-M1 cells, IP1 TR-FRET (IP-One), carbachol + lithium; Potency, µM (highest dose often 59.4 µM), without a hit: top-dose activity, negative = IMPase inhibition, actives largely listed as inhibitors; 0.35% of 210,000 active; AID 1457, 2008;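 also: IP1 builds up when IMPase is blocked and the TR-FRET signal falls; potency is read from the fitted curve at half-maximal effect; plate controls were basal vehicle for no effect and high inhibitor control for full effect; nearly all actives have a fitted effect of over 50% in size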
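CHO cells stably expressing M1 receptor (2000/well, cultured 16–30 h) treated 30 min at 37C with compound plus low lithium. Cytosolic IP1 by TR-FRET (665/620 ratio and 620 channel) after 10 min lysis; AC50 by Hill fit.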
Epigenetic reg – Quantitative High-Throughput Screen for Regulators of Epigenetic Control; Potency, µM (titrated, usually from 53.9 µM), for inactives: at the top dose GFP activation, usual class: activators; AID 1865, 2009; murine LDR cells, GFP reporter derepression, 30 h; 0.2% of 280,000 active; also: potency is read from the fitted curve at half-maximal effect; % of control where 0% means no effect; nearly all actives have a fitted effect of over 60% in size
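In this reporter-derepression format, murine cells bearing a silenced integrated CMV-GFP locus incubate with test compound (30 h, 37 C), then are washed and imaged; fluorescent objects of 20–120 um count as induced cells.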
CBFb-RUNX1 inh – qHTS Assay for Compounds Blocking the Interaction Between CBF-beta and RUNX1 for the Treatment of Acute Myeloid Leukemia | Potency, µM (top dose mostly 59.8 µM), for inactives: at the top dose activity, negative = inhibition, hits mostly inhibitors | 230,000 tested, under 10 active | Runt-related transcription factor 1 (Homo sapiens) + Core-binding factor subunit beta … | AlphaScreen CBFb-His/RUNX1-biotin binding, biochemical; also: % of control where 0% means no effect
Target sequence (Q01196 whole entry, looked up): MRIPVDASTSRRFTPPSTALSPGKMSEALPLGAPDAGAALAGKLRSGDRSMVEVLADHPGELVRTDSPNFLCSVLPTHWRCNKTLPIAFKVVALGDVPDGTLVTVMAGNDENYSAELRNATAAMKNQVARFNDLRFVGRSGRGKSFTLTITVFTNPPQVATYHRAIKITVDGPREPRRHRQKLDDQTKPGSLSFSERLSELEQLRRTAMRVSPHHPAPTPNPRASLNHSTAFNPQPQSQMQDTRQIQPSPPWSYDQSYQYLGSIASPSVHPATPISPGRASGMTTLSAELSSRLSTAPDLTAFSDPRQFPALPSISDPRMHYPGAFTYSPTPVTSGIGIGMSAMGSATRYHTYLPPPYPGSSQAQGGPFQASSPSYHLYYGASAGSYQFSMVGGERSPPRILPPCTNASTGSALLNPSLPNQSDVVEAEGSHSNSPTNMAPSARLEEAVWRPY
Target sequence (Q13951 whole entry, looked up): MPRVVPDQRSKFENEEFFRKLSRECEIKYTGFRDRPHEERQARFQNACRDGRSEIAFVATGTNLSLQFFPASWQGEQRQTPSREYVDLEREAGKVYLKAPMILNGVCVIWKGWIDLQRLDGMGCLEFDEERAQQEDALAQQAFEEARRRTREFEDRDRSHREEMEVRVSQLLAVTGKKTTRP
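Bead-based AlphaScreen assay; binding partners His-tagged CBF-beta and biotinylated RUNX1 at 30 nM each. Compound exposure 15 min after a 20-min protein preincubation; bead step 90 min; all steps at room temperature.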
NPSR antagonist – qHTS Assay for Antagonists of the Neuropeptide S Receptor: cAMP Signal Transduction; Q6W5P4; 1% of 220,000 active; Potency, µM (titrated, usually from 38.3 µM), inactives show at the top dose activity change, negative = inhibition, hits mostly inhibitors; AID 1461, 2008; CHO-NPSR cells, cAMP TR-FRET, antagonist mode; also: potency is read from the fitted curve at half-maximal effect; % is scaled to controls: 0 for no effect and ±100 for the full control effect; nearly all actives have a fitted effect of over 50% in size; many of its hits are not listed in these tables
Target sequence (Q6W5P4 whole entry, looked up): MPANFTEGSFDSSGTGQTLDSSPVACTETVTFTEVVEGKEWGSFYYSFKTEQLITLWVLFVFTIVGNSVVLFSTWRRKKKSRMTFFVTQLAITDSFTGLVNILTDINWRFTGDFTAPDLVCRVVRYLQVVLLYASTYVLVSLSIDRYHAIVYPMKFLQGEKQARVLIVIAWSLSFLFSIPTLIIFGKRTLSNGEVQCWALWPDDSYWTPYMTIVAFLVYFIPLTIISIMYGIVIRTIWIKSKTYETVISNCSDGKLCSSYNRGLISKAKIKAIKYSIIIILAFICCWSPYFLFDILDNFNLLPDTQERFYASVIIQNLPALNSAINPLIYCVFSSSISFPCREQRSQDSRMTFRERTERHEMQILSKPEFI
An asterisk follows results filed as active; u = inconclusive; x = not tested or not shown; [ ] = dose if it differs, or a comment. Unless noted, calls follow the shape of the dose curve; as a rule, active = well fitted curve in the direction sought with a large enough effect; inconclusive = small, poorly fitted or top-dose-only effect, or another doubt; inactive = no such curve, though single readings can be large; an effect the other way counts as inactive or inconclusive. An excerpt; rates above refer to the full screens.

SMILES	Luc counter	Lamin A splicing	HTT aggregate	IMPase Li cell	Epigenetic reg	CBFb-RUNX1 inh	NPSR antagonist
CC(C)C(C(=O)NCc1ccco1)N(C(=O)CNS(=O)(=O)c1ccccc1)C1CCCC1 (configuration not stated)	-2%	u	6%	7%[38.3 µM]	-2.1%	6%	-18%[46.1 µM]
CCCOc1ccc(C(=O)NCC(C)(C)N2CCOCC2)cc1	-2%	6%[46 µM]	-8%	0%	-0.4%	-5%	10%
CCOC(=O)CC1CCCCN1Cc1nc(-c2ccc(F)c(OC)c2)oc1C (configuration not stated)	9%	x	20%	15%	-0.6%	-1%	27%
CCn1c(=O)c(C(=O)Nc2ccccc2C)c(O)c2ccccc21	1%	-3%	1%	-10%	0.0%	1%	-10%[46.1 µM]
C/C(N)=C(/C#N)C(=O)COC(=O)C(c1ccccc1)c1ccccc1	3%	x	-4%	21%	-1.2%	7%	-5%
Cc1ccc(S(=O)(=O)N2CCN(CC(=O)N(CC(C)C)c3c(N)n(CC(C)C)c(=O)[nH]c3=O)CC2)c(C)c1	4%	-10%	-14%	3%	-1.1%	-1%	21%
CSCC[C@H](NC(=O)NCc1cccs1)C(=O)O	1%	-1%	-6%	-2%[38.3 µM]	-1.0%	0%	6%[46.1 µM]
CC(C)(C)OC(=O)N1CCCC1C(=O)NCCc1ccccc1 (configuration not stated)	-2%	15%	5%	-4%[38.3 µM]	-0.6%	-1%	5%[46.1 µM]
Cc1ccc(NC(=O)NCCCl)cc1S(=O)(=O)N1CCOCC1	x	x	11%[9.22 µM]	x	0.1%	4%	0%
CCOC(=O)c1c(C)nc(C)c(C(=O)OCC)c1-c1ccco1	x	x	-1%[9.22 µM]	x	0.0%	-3%	6%

Reprinted at random: two records from the list.
SMILES	Luc counter	Lamin A splicing	HTT aggregate	IMPase Li cell	Epigenetic reg	CBFb-RUNX1 inh	NPSR antagonist
CCn1c(=O)c(C(=O)Nc2ccccc2C)c(O)c2ccccc21	1%	-3%	1%	-10%	0.0%	1%	-10%[46.1 µM]
CC(C)(C)OC(=O)N1CCCC1C(=O)NCCc1ccccc1 (configuration not stated)	-2%	15%	5%	-4%[38.3 µM]	-0.6%	-1%	5%[46.1 µM]

The listing continues.
SMILES	Luc counter	Lamin A splicing	HTT aggregate	IMPase Li cell	Epigenetic reg	CBFb-RUNX1 inh	NPSR antagonist
COc1ccc(N2C(=O)c3ccc(C(=O)OC(C)C)cc3C2=O)cc1	3%	1%	-1%	2%	-1.0%	1%	14%
Cc1ccsc1/C=N/NC(=O)CNC(=O)c1ccco1	-3%	x	-11%	3%	-2.4%	-6%	11%
O=C(CCc1ccc(S(=O)(=O)NC2CCCCC2)cc1)NCc1ccc(Cl)cc1	21%	-23%	-6%	28%[38.3 µM]	1.9%	2%	-20%[46.1 µM]
Cc1c(C)[n+](=O)c(-c2ccco2)c(C)n1[O-]	-2%	1%	18%	2%[38.3 µM]	-0.2%	-4%	16%[46.1 µM]
COCc1cc(=O)[nH]c(-c2ccc(C(F)(F)F)cc2)n1	x	x	-2%[9.22 µM]	x	0.0%	2%	-8%
CCc1ccc(-c2nnn(CCC#N)n2)cc1	2%	x	7%	3%	5.0%	6%	4%
Cc1cc(-c2nnc(CCC(=O)N3CCN(Cc4cccc(F)c4)CC3)o2)c(C)o1	-1%	u	16%[9.22 µM]	5%	-4.6%	-3%	-1%
C=CCN1C(=O)C(Cc2ccc(F)cc2)S/C1=N/N=C/c1cccs1 (configuration not stated)	1%	17%	2%	50%[activator][38.3 µM]	-1.8%	-2%	-15%[46.1 µM]
COc1ccc(OC)c(NC(=O)c2ccccc2NS(=O)(=O)c2cccc3cccnc23)c1	18%	-8%	14%	3%	-4.7%	1%	u
O=C(Nc1ccccc1C(=O)N1CCCC1)C1CCN(c2ncccn2)CC1	4%	-1%	11%	10%[38.3 µM]	0.0%	5%	-6%[46.1 µM]
CCOC(=O)N1CCN(Cc2cn[nH]c2-c2cc3ccccc3o2)CC1	1%	12%[46 µM]	18%[9.22 µM]	-8%	1.1%	6%	10%
Cc1nc(-c2cccc(Cl)c2)n[nH]1	x	x	0%[9.22 µM]	x	2.1%	9%	8%
O=C(O)CN1C(=O)NC2(CCOc3ccccc32)C1=O (configuration not stated)	x	x	17%[9.22 µM]	x	-4.3%	13%	21%
COc1ccc(Nc2c([N+](=O)[O-])ccc3c2=NC2(CCCCC2)N=3)cc1	-22%	-6%[46 µM]	17%	50%[activator]	1.2%	x	10µM*
Cc1cccc(C)c1NC(=O)CS(=O)CC(=O)Nc1ccc(F)cc1F (configuration not stated)	0%	2%	8%	7%[38.3 µM]	-1.1%	2%	-9%[46.1 µM]
CSCCC(NC(=O)c1cccc(S(=O)(=O)N2CCOCC2)c1)C(=O)Nc1ccc(F)cc1 (configuration not stated)	-2%	-7%	-6%	11%	-0.9%	-6%	9%
Cc1ccc(SC2CC(=O)N(c3ccc4c(c3)OCCO4)C2=O)cc1 (configuration not stated)	0%	-21%[46 µM]	22%	12%	-1.2%	7%	-1%
Cc1ccc(-c2nnn(CC(=O)NC3CC4CCC3C4)n2)cc1 (configuration not stated)	-1%	u	8%	23%[38.3 µM]	0.9%	1%	10%[46.1 µM]
COCCNC(=O)c1cc(-c2ccc(Cl)c(Cl)c2)on1	-3%	-6%	-12%	18%[38.3 µM]	2.3%	11%	13%[46.1 µM]
Cc1cc([N+](=O)[O-])cc2c1NC(=O)C2(O)N1CCOCC1 (configuration not stated)	-1%	-10%[46 µM]	2%	-6%	3.1%	-2%	27%
O=C(CNC1CCCCCC1)Nc1ccccc1N1CCOCC1	-3%	u	-12%[9.22 µM]	1%	-4.2%	3%	-5%
O=C1ON=C(c2ccccc2)/C1=C/c1cccnc1	0%	10%[46 µM]	26%	1%	1.7%	4%	-11%
COc1cc(/C=N/NC(N)=O)ccc1OC(=O)c1ccco1	0%	x	-4%	-2%	13%	8%	11%
O=C(COC(=O)/C=C/c1ccc([N+](=O)[O-])cc1)NC(c1ccccc1)c1ccccc1	1%	-7%	3%	0%	0.0%	-10%	15%
O=[N+]([O-])c1ccc(OCC(O)CNC2CCCC2)cc1 (configuration not stated)	x	x	-10%[9.22 µM]	x	5.8%	5%	4%
Cc1nonc1NC(=O)CSc1ccc(-c2ccccc2)nn1	x	-2%	10%	x	-1.0%	4%	-1%[46.1 µM]
CCCn1c(=O)c2c(nc(Br)n2CCC)n(C)c1=O	-1%	6%	-23%	4%[38.3 µM]	-1.7%	12%	-5%[46.1 µM]
CCOc1cccc2cc(-c3csc(NC(=O)CCC(=O)NCCN4CCCCC4C)n3)c(=O)oc12 (configuration not stated)	-11%	8%[46 µM]	-5%	3%	0.1%	13%	-18%
CSc1ccc(S(=O)(=O)Nc2cccc(F)c2)cc1	4%	-13%	-8%	21%[38.3 µM]	1.5%	2%	-13%[46.1 µM]
Cc1ccc(S(=O)(=O)N2CCOCC(=O)NCCOCCNC(=O)COCC2)cc1	-2%	-1%	14%	-9%[38.3 µM]	0.4%	0%	-6%[46.1 µM]
COc1ccc(C2OC34CCCCC3C(C#N)(C#N)C2(C#N)C(=N)O4)cc1 (configuration not stated)	-4%	14%	9%	-45%[38.3 µM]	-0.1%	9%	3%[46.1 µM]
CCOc1ccccc1N1CN(Cc2ccccc2)CNC1=S	x	x	-11%[9.22 µM]	x	12%	11%	6%
CCOC(=O)c1c(CC(C)C)csc1NC(=O)c1ccccc1C(=O)O	x	x	-4%[9.22 µM]	x	1.8%	15%	-39%
NC(=O)C(CC(=O)O)NC(=O)[C@@H]1CCOc2c(I)cc([N+](=O)[O-])cc2C(=O)N[C@@H](CCC(=O)O)C(=O)N[C@@H](CO)C(=O)N1 (some centres not stated)	-5%	2%	6%	3%	-0.5%	-3%[2.36 µM]	10%
Cc1ccc2cc(CN(C(=O)c3ccco3)c3ccccc3)c(=O)[nH]c2c1	-1%	u	u	-24%[38.3 µM]	0.0%	3%	-11%[46.1 µM]
CCOc1c(Nc2ccc(C(C)C)cc2)c(=O)c1=O	x	x	14%[9.22 µM]	x	0.0%	1%	5%
CCN1/C(=C2/OC(=S)N(C)C2=O)Sc2ccccc21	-1%	7%	-9%	15%[38.3 µM]	-1.0%	1%	-7%[46.1 µM]
Cc1ccsc1/C=C(\C#N)C(=O)Nc1c(C)n(C)n(-c2ccccc2)c1=O	1%	-4%	3%	-5%	0.0%	1%	8%
COc1ccccc1C(=O)NC(CCSC)C(=O)OCC(=O)NC(=O)NCc1ccco1 (configuration not stated)	-3%	1%	3%	-7%[38.3 µM]	-0.8%	-25%	-12%[46.1 µM]
Cc1ccc(C(=O)C(C)N2C(=O)NC(C)(c3ccccc3)C2=O)cc1 (configuration not stated)	5%	-4%[46 µM]	-9%	5%	-0.1%	4%	4%
CSc1cccc(NC(=O)CN(c2cc(C)ccc2C)S(C)(=O)=O)c1	x	u	-2%	x	-5.4%	6%	-24%[46.1 µM]
CCCc1ccc(OCc2ccc(C(=O)O)o2)c(OC)c1	5%	-4%	-15%	-3%	-0.9%	8%	-15%[46.1 µM]
COc1ccc(OC)c2[nH]c(=O)c(CCNC(=O)c3cccs3)cc12	3%	x	23%[9.22 µM]	0%	-3.1%	12%	-2%
CCOC(=O)c1c(C)[nH]c(C(=O)OCC(=O)Nc2ccc(OCC)cc2)c1C	-3%	-10%	-3%	30%[38.3 µM]	-5.2%	6%	-5%[46.1 µM]
Cn1c(=O)c2c(nc(SCc3cc4c(cc3Cl)OCO4)n2C)n(C)c1=O	1%	3%	-2%	-3%[38.3 µM]	-2.4%	3%	2%[46.1 µM]
O/N=C(\Cc1cscn1)c1ccc(O)cc1O	0%	4%	-2%	1%[38.3 µM]	0.3%	4%	-8%[46.1 µM]
CCC(CC)C1C(C#N)=C(N)Oc2n[nH]c(C)c21 (configuration not stated)	-4%	-10%	-12%	16%[38.3 µM]	0.7%	-1%	-4%[46.1 µM]
Cc1ccc(-c2nc3ccccc3[nH]c2=O)cc1	x	x	6%[9.22 µM]	x	-1.1%	10%	8%
CN(C(=O)c1cccnc1)c1nnc(-c2cccnc2)s1	-1%	u	-5%	3%[38.3 µM]	-1.1%	2%	-8%[46.1 µM]
